BH1578 lux ind: inducers of Vibrio cholerae quorum light production without autoinducers, primary screen, BH1578 luxS cqsA deficient, single point; V. cholerae BH1578 lux reporter, luminescence, 6 h; 350,000 tested, 0.16% active; activation, % at 18.7 µM; in the data active = activation mostly above about 9.7%, no sharp cut-off; note: not every result past the cut was called active; inactives centre near 0; reference of the scale not given here
BoNT-A LC inh2: BoNT/A light chain protease inhibitors, primary screen, biochemical, flow cytometry, MLPCN library; 360,000 tested, 0.17% active; inhibition, % at 10 µM; multiplex microsphere protease substrate cleavage; note: plate controls were buffer without enzyme for full effect and enzyme alone for no effect
Anthrax LF inh2: Bacillus anthracis LF protease inhibitors, primary screen, biochemical, multiplex microsphere, MLPCN library. multiplex microsphere protease cleavage assay. inhibition, % at 10 µM. 360,000 tested, 0.12% active. AID 588501, 2011; note: plate controls were buffer without enzyme for full effect and enzyme alone for no effect
Target sequence (P15917 whole entry, looked up): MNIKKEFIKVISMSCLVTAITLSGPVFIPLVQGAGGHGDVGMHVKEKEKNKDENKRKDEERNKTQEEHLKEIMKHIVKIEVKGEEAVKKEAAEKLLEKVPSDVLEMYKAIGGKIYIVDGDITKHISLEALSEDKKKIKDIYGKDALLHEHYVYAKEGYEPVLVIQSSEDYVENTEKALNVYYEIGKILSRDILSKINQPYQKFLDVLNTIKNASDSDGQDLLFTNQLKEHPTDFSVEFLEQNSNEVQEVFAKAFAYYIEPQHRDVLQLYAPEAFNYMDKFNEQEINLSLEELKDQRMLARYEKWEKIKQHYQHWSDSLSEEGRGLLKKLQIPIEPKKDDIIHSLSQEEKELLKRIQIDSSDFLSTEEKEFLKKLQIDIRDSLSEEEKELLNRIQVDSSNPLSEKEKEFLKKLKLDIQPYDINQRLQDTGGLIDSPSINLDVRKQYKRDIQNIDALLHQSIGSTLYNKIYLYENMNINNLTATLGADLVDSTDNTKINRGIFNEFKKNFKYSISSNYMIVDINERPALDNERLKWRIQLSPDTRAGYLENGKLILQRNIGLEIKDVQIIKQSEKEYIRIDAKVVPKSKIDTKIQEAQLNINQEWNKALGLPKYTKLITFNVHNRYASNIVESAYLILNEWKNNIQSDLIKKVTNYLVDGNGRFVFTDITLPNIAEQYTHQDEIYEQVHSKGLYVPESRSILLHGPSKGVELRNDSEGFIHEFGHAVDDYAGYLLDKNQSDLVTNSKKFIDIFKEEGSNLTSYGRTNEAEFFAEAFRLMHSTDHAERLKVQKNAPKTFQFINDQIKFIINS
DUSP3 inh: VHR1 phosphatase inhibitors, primary screen, biochemical, absorbance, uHTS. Dual specificity protein phosphatase 3 (Homo sapiens), P51452. recombinant VHR phosphatase, pNPP absorbance. inhibition, % at 13.3 µM. 290,000 tested, 0.52% active; in the data active = inhibition above about 50%; note: some compounds called inactive have numbers as strong as hits
Target sequence (P51452 whole entry, looked up): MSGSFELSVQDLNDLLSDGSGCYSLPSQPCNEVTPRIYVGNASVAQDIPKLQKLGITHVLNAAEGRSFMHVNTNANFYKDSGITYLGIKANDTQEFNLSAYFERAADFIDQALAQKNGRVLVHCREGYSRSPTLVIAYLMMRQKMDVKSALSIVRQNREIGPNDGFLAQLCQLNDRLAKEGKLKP
3CLpro inhibitor: SARS-CoV 3CLpro protease inhibitors, primary screen, biochemical, quenched FRET | inhibition, % at 6 µM | recombinant SARS-CoV 3CLpro, quenched FRET peptide cleavage | 290,000 tested, 0.14% active | Replicase polyprotein 1ab (Severe acute respiratory syndrome coronavirus), P0C6X7 | AID 1706, 2009; in the data active = inhibition above about 12%
TcdB GH inh: TcdB glycohydrolase inhibitors, primary screen, biochemical, single point, plate reader; 350,000 tested, 0.24% active; inhibition, % at 9.99 µM; Toxin B (Clostridioides difficile), P18177; TcdB glycohydrolase enzymatic assay; AID 652162, 2013; in the data active = inhibition above about 10%
PfHsp40 rescue: rescue of yeast from PfHsp40 toxicity, primary screen, S. cerevisiae, ATP luminescence; AID 504582, 2011; growth rescue, % at 12.5 µM; S. cerevisiae expressing PfHsp40, growth rescue; 340,000 tested, 0.68% active; in the data active = growth rescue above about 28%, passing the limit was not always enough;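 note: yeast W303a lacking pdr1 and pdr3 grown in galactose medium; growth measured after three days at 30 °C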
CCHF vOTU inh: CCHFV vOTU protease inhibitors, primary screen, biochemical, Pep-AMC substrate, fluorescence. inhibition, % at 11.5 µM. Crimean-Congo hemorrhagic fever virus L polyprotein viral ovarian tumor (vOTU) protease …. AID 651958, 2012. 370,000 tested, 0.55% active; in the data active = inhibition above about 30%; note: 0% = vehicle wells with enzyme and 100% = no enzyme wells
Yp Topo-I inh: Yersinia pestis topoisomerase I inhibitors, primary screen, biochemical, cleavage product accumulation, plate reader, single point. 360,000 tested, 0.064% active. Y. pestis Topo-I cleavage product accumulation. activity, % at 10 µM. DNA topoisomerase I (Yersinia pestis CO92); in the data active = activity above about 50%, passing the limit was not always enough; note: inactives centre near 2
SSB-PriA inh: inhibitors of Klebsiella pneumoniae PriA binding to SSB C-terminal tail, primary screen, biochemical, AlphaScreen; PriA–SSB C-terminal tail interaction (Klebsiella pneumoniae); AlphaScreen SSBct-PriA binding, biotinylated peptide; inhibition, % at 33 µM; 430,000 tested, 0.6% active; in the data active = inhibition mostly above about 37%, no sharp cut-off; inactive = mostly below about 20%;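 note: plate controls were negative control peptide for no effect and reference peptide for full effect; strong numbers were not always called active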
Active calls of the source: *; i = inactive; . = no result given; & = joins results of further samples. Cut-off read from the data, not from the text of the source, unless noted: active = inhibition above about 30%; inconclusive = no clear call, values can overlap the other calls; inactive = below that. These rows are one share of the data; the hit share may differ from the screen's.

nr	mol	SSB-PriA inh	DUSP3 inh	PfHsp40 rescue	3CLpro inhibitor	TcdB GH inh	CCHF vOTU inh	BoNT-A LC inh2	Yp Topo-I inh	Anthrax LF inh2	BH1578 lux ind
1	NS(=O)(=O)c1ccc(NC(=O)CSc2nnc(NC3CC3)s2)cc1	8.0	.	-0.9	.	-0.2	-7.9	-2.1	-4.2	-1.8	i
2	CCCCc1ccc(/C(C)=N/NC(=O)C2CCCC2)cc1	.	44.3	0.6	6.2	-0.2	-3.3	1.6	-3.4	-1.3	i
3	O=C(Nc1cccnc1Cl)c1cc2ccccc2o1	-2.8	1.9	1.5	0.8	0.4	-2.1	-1.8	-1.9	-6.0	-10.0
4	COC(=O)C1=C(C)N(Cc2ccccc2)C(=O)N[C@H]1c1ccc(Br)cc1	-2.8	7.3	-1.1	.	-1.0	15.2	-1.2	1.4	0.1	-1.2
5	CC(Sc1nnnn1-c1ccc(Cl)cc1)C(=O)NCC(=O)Nc1ccc(F)c(F)c1F (configuration not stated)	-5.3	-1.2	1.3	-7.8	0.6	-9.8	0.7	-3.0	2.6	-0.2
6	CCN1CCN(c2ncc(C(=O)N3CCN(c4ccccc4OC)CC3)c3ccccc23)CC1	-3.2	.	-0.3	1.8	.	8.3	-1.2	3.9	-0.2	0.5
7	CC(C)Oc1ccc(CNC(=O)Cn2c(=O)c3cccn3c3cccnc32)cc1	2.4	10.7	-0.5	-2.5	0.3	0.5	0.2	18.4	0.6	-0.4
8	Cn1c(-c2ccc(=O)[nH]c2)nc2ccccc21	-2.1	30.7	-1.7	1.9	0.9	-13.3	-0.4	7.0	-11.9	0.2
9	COc1cccc(NC(=O)c2csc3c2CCCC3)c1	-45.0	26.4	6.4	8.4	1.4	16.1	0.1	11.1	1.9	-0.3
10	S=C(NC1CCCCC1)c1ccc2c(c1)OCO2	-11.0&-4.2	40.7	0.3	-0.1	.	9.1	4.6	-3.3	-1.7	-0.2
11	Fc1ccccc1/C=N/n1c(COc2ccccc2)n[nH]c1=S	.	26.3	1.6	3.1	0.8	-10.0	-3.3	-6.6	1.9	i
12	COc1cc(/C=N/NC(=O)Nc2ccccc2)ccc1OC(C)=O	.	5.0	0.1	-0.6	0.1	-1.3	-0.6	-7.9	-2.5	i
13	COc1ccc(NC(=O)NC2(C(=O)N3CCOCC3)CCCCC2)cc1	-5.4	17.0	-1.1	-9.3	0.8	-0.6	-0.8	3.3	-1.7	-0.6
14	O=c1[nH]c(=S)n(C2CC2)c(O)c1/C=N/N1CCOCC1	.	-0.9	0.3	0.8	-16.7	-0.2	-0.7	8.7	-3.6	i
15	Cc1ccc2c(c1)sc1nc(=O)ccn12	-3.9	4.9	-1.1	-3.2	-0.3	-15.4	-0.9	-3.8	-1.0	-0.3

Sorted by molecular weight (highest first): some entries from above
nr	mol	SSB-PriA inh	DUSP3 inh	PfHsp40 rescue	3CLpro inhibitor	TcdB GH inh	CCHF vOTU inh	BoNT-A LC inh2	Yp Topo-I inh	Anthrax LF inh2	BH1578 lux ind
3	O=C(Nc1cccnc1Cl)c1cc2ccccc2o1	-2.8	1.9	1.5	0.8	0.4	-2.1	-1.8	-1.9	-6.0	-10.0
10	S=C(NC1CCCCC1)c1ccc2c(c1)OCO2	-11.0&-4.2	40.7	0.3	-0.1	.	9.1	4.6	-3.3	-1.7	-0.2
8	Cn1c(-c2ccc(=O)[nH]c2)nc2ccccc21	-2.1	30.7	-1.7	1.9	0.9	-13.3	-0.4	7.0	-11.9	0.2

(continued)
nr	mol	SSB-PriA inh	DUSP3 inh	PfHsp40 rescue	3CLpro inhibitor	TcdB GH inh	CCHF vOTU inh	BoNT-A LC inh2	Yp Topo-I inh	Anthrax LF inh2	BH1578 lux ind
16	Cc1ccc(C(c2sc3ncnn3c2O)N2CCCCC2)cc1 (configuration not stated)	-0.4	46.5	-0.1	2.1	2.9	8.8	0.1	13.1	-2.1	-0.2
17	COC(CNC(=O)CN1CCN(Cc2ccc(F)cc2Cl)C1=O)OC	-0.9	-5.3	0.0	1.3	2.4	-6.2	-0.7	4.3	3.4	i
18	CS(=O)CSc1nc2c(cc1C#N)CCCC2 (configuration not stated)	-2.6	30.5	-1.4	-3.1	.	-2.9	-0.1	2.5	-4.7	i
19	Fc1cccc(-c2nnn3c2nc(Cl)c2ccccc23)c1	-2.6	6.2	-0.4	0.0	-0.2	-1.8	-1.2	10.1	6.6	i
20	CCC(Cc1ccccc1)NC(=O)CCNS(=O)(=O)c1cc(Br)cnc1N (configuration not stated)	-4.5	23.3	0.5	-4.2	1.8	0.8	0.2	4.3	-2.2	-0.4
21	COCc1cc(CN2CCN(CCCc3ccccc3)C(CCO)C2)ccc1OC (configuration not stated)	0.6	0.5	-1.7	2.9	-0.2	-2.8	-0.7	4.2	7.9	0.5
22	Cc1cc(C)cc(C(=O)N(C)C2CCCN(Cc3ccccc3F)C2)c1 (configuration not stated)	-16.4	-11.6	-0.3	-2.3	-0.7	2.5	-0.6	22.6	-0.7	-0.3
23	CCOC(=O)c1nnn2c1nc(N1CCN(C)CC1)c1ccccc12	-3.8	4.9	-1.5	-0.6	4.5	8.9	-2.8	-3.7	-6.4	-0.7
24	CC(C)Cc1nnc(NC(=O)CCS(=O)(=O)c2ccc(Cl)cc2)s1	-2.8	23.6	0.3	-0.8	0.2	11.1	0.1	5.3	3.5	0.3
25	Oc1ccccc1C=NNc1nc2ccccc2s1	0.7	.	0.9	.	-1.0	7.1	-0.4	-4.3	-4.5	-7.1
26	Cc1ccc(C(=O)NC(=S)Nc2ccccc2N2CCCC2)cc1[N+](=O)[O-]	-11.1	-6.7	-1.9	-1.6	-1.6	6.0	-1.0	17.0	-3.2	-0.3
27	O=[N+]([O-])c1ccc(CN2CCN(c3ccc(Cl)cc3)CC2)o1	5.2	-3.2	-0.6	1.3	1.4	3.8	-2.2	4.5	-7.6	i
28	CCOC(=O)/C=C1/SCC(=O)N1CC(=O)Nc1cccc(F)c1	-7.4	.	-0.1	.	2.3	-12.5	-0.3	-11.2	-2.7	-2.5
29	Cc1nccn1CCOc1ccc(Cl)cc1	-5.7	9.8	-0.3	-3.9	1.5	-4.3	0.5	-2.5	5.2	1.0
30	CS(=O)(=O)c1ccc(-c2nn[nH]n2)cc1	-12.3	4.0	0.9	4.4	.	10.9	-0.3	-5.3	1.3	i
31	O=C1CC(C(=O)O)S/C(=N\NC(=O)c2ccc(F)cc2)N1 (configuration not stated)	.	-0.5	-0.8	-5.8	-6.1	29.3	0.1	-2.2	-5.2	-0.2
32	CCN(CC)S(=O)(=O)c1ccc(/C=C/C(=O)Nc2ccc(Br)cc2F)cc1	-7.6	-10.1	-1.2	-0.3	.	7.1	-1.0	8.3	0.0	-0.3
33	OCC(CO)c1cnnc2ccccc12	-1.0	.	-2.0	.	0.9	4.5	-1.1	-5.1	1.7	1.3
34	Cc1cc(C(=O)CSc2nnc(-c3cccs3)n2Cc2ccccc2)c(C)n1C	22.7	15.4	0.8	0.5	.	1.6	-0.4	6.0	-4.1	.
35	COc1cc2c(-c3ccc(O)cc3)nc3c(c(C)nn3-c3ccccc3)c2cc1OC	-0.9	-1.0	0.2	-3.6	.	-9.4	1.1	-7.9	-2.5	-0.2
36	CCc1nc2c(OCC(=O)C(C)(C)C)cccn2c1N(C)C(=O)C1CC1	.	.	.	.	1.7	0.0	-0.3	-2.4	-0.4	-0.6
37	CCc1noc(C)c1C(=O)Oc1ccc(N(C)S(=O)(=O)c2ccc(C)c(C)c2)cc1	-10.6	.	-1.0	.	-5.5	12.2	-1.8	-1.4	1.5	i
38	NC(=O)c1ccc(NC(=O)CSc2nc3ccccc3c(=O)n2CCCN2CCOCC2)cc1	-17.2	.	-0.3	.	1.3	6.7	1.4	-3.0	-3.0	-0.3
39	NC(=O)C1CCN(CC(O)COc2ccc(-c3ccccc3)cc2)CC1 (configuration not stated)	-6.2	12.7	-0.7	0.3	-4.7	-11.2	-3.9	1.1	4.7	-0.6
40	COc1cc(OC)cc(C(=O)NCCn2ccc3ccccc32)c1	-0.6	29.4	0.6	-0.1	1.5	-2.1	5.4	12.3	3.5	-1.3
41	Cc1ccc(Sc2ncccc2C(N)=O)cc1	-0.7	.	-0.8	.	0.8	-4.0	-1.4	3.6	-2.5	-0.3
42	O=C(CN(CC1CCCO1)C(=O)CCC(=O)Nc1nccs1)NCC1CCCO1 (configuration not stated)	8.7	21.3	0.6	4.5	.	14.7	-0.2	-14.1	-2.2	i
43	O=C(NC1(O)C(=O)c2ccccc2C1=O)c1ccccc1	3.0	1.2	-1.6	3.2	.	49.1*	0.9	4.3	0.4	2.2
44	COc1ccccc1S(=O)(=O)N1CCN(S(=O)(=O)c2cccs2)CC1	-7.1	.	-0.7	.	1.2	-7.0	-0.5	-0.3	5.7	-2.0
45	O=C(CCc1c[nH]c2ccccc12)OCc1ccc(Br)cc1	-31.5	-19.7	16.2	0.7	-0.1	11.1	-2.5	16.3	-3.2	i
46	Cc1ccc(Nc2nc(N)nc(CSc3nc4ccccc4s3)n2)cc1	15.5	24.7	17.0	-1.4	.	1.6	-1.1	9.7	-8.1	-0.7
47	Cc1cc(C)c2c(=O)[nH]n(C3CC(C)N(C)CC3C)c2n1 (configuration not stated)	-14.6	7.9	0.0	-1.7	.	-2.1	-0.2	2.8	-1.6	-0.3
48	COCCN(CC(=O)Nc1cccc(C)c1C)C(=O)Cc1ccsc1	0.6	.	-1.0	.	0.3	-12.5	0.7	4.8	0.5	-1.2
49	C[N+]12CCCCC1[C@@H](CO)CCC2 (some centres not stated)	0.3	10.0	-0.7	-7.8	0.3	0.8	0.3	-1.8	-3.7	-7.9
50	CCN(CC)C(=O)CSc1nnc([C@@H](NC(=O)OC(C)(C)C)C(C)C)o1	-6.2	28.0	0.9	-1.5	.	-6.9	-2.7	3.6	0.7	i
51	CN(C)c1c(F)cc(C(=O)NCc2ccccc2)cc1F	-14.4	22.4	-0.4	-1.5	1.6	0.4	-7.6	-9.6	5.8	-0.7
52	C#CC(CC)(CC)NC(=O)Nc1ccc(OCC)cc1	-8.8	0.6	-1.7	2.4	1.2	0.3	0.4	-5.7	1.3	-0.5
53	CC(C)(C)C1CCC(C(=O)NCC(c2cccs2)N2CCOCC2)CC1 (configuration not stated)	-22.9	14.0	-3.6	4.8	1.1	18.3	2.9	30.8	4.4	i
54	CCOC(=O)C1(C)CCN1C(=O)c1oc2ccccc2c1C (configuration not stated)	.	.	.	.	0.3	-2.6	0.3	5.4	-0.3	-0.4
55	O=C(NCCN1CCCCCC1)C1CCCN1S(=O)(=O)c1cccc2nsnc12 (configuration not stated)	-3.5	12.7	-0.6	-1.8	-0.8	14.1	-0.4	3.1	-12.0	-0.6
56	CCCOC(=O)c1ccc(-c2ccc(C=O)o2)cc1	-11.8	-1.5	2.1	1.1	1.3	14.8	-0.9	8.1	-0.9	-0.2
57	Cc1c(/C=N\NC(=O)c2cc3ccccc3o2)c2ccccc2n1C	.	15.5	0.1	-4.8	1.2	11.4	-0.1	-7.7	-2.3	-0.1
58	COc1ccc(N2CCN(CCNC(=O)c3c(C)cc(=O)oc3C)CC2)cc1	23.7	35.1	0.4	-5.1	.	-2.4	-0.1	-2.0	-5.3	-0.4
